RBX1-CUL1 inh: blocks human RBX1-Cullin-1 di-ubiquitin formation. P62877+Q13616. in vitro K48 di-Ub FRET, acceptor:donor ratio, 45 min. inhibition, % at 10 µM. 0.6% of 140,000 active; in the data active = inhibition above about 25%
Target sequence (P62877 whole entry, looked up): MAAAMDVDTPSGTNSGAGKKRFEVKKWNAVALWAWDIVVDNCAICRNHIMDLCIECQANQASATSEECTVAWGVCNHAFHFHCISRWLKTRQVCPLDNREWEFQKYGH
Target sequence (Q13616 whole entry, looked up): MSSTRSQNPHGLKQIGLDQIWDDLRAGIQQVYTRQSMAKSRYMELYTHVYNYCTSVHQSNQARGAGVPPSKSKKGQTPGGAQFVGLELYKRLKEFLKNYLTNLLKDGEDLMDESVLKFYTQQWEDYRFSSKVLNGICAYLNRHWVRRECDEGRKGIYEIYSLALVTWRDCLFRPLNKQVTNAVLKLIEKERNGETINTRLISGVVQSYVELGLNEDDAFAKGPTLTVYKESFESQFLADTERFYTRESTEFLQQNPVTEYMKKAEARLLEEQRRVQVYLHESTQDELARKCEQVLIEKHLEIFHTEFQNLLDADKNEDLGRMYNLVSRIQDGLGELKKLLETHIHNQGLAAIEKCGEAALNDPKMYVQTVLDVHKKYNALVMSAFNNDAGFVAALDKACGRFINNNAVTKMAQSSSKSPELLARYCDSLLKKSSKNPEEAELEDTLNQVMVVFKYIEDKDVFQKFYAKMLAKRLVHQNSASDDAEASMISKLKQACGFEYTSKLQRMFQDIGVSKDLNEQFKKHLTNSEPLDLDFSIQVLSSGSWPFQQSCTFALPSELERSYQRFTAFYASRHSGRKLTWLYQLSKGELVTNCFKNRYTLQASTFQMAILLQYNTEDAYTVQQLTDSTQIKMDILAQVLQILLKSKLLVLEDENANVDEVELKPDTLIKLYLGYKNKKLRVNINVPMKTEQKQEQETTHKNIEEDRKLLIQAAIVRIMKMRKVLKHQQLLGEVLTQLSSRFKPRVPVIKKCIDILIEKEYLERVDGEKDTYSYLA
* = called active by the depositor. The list is partial, so the mix of outcomes need not match the whole.

structure,RBX1-CUL1 inh
COc1ccc(OCC(=O)N2CCN(Cc3cc(=O)n4nc(-c5ccccc5C)sc4n3)CC2)cc1,-3.6
NC(CCCCNC(=O)OCc1ccccc1)C(=O)O (stereo not given),2.1
N#Cc1ccc(C(C2C(=O)NC(=O)NC2=O)C2C(=O)NC(=O)NC2=O)cc1,-10.5
CCCCNC(=O)Nc1ccc(C(O)(C(=O)OCC)C(F)(F)F)cc1 (stereo not given),-6.9
CN1C2CCC1CC(OC(=O)CCN1CCOCC1)C2 (stereo not given),5.6
CC(Cc1ccccc1S(=O)c1ccccc1)N(C)C (stereo not given),13.5
O=C(COc1ccccc1F)N1CCN(Cc2cc(=O)n3nc(-c4ccccc4Cl)sc3n2)CC1,11.0
CCOC(=O)c1[nH]ncc1CN1CCCC(C(=O)c2sccc2C)C1 (stereo not given),-2.0
CSc1ccc(CN2CCN(Cc3ccccc3Br)CC2)cc1,-2.8
COc1cc(C2SCC(=O)Nc3c2c(-c2ccccc2)nn3-c2ccccc2)cc(OC)c1OC (stereo not given),-1.1
O=c1c2ccccc2nc(/C=C\c2ccc(Br)cc2)n1-c1ccc(O)cc1,0.2
Cc1cn(CC(=O)NC(c2ccccc2)P(=O)(Oc2ccccc2)Oc2ccccc2)c(=O)[nH]c1=O (stereo not given),8.4
COc1cc(C(c2c(C)[nH]n(-c3ccccc3)c2=O)c2c(C)[nH]n(-c3ccccc3)c2=O)cc(OC)c1OC,62.2*
Cc1ccc2c(c1)C1CN(C)CCC1N2S(C)(=O)=O (stereo not given),-3.8
COc1cccc(-n2c(/C=C\c3ccc(Cl)cc3)nc3ccccc3c2=O)c1,3.5
Cc1ccc2nc(NC(=O)c3cccn(Cc4ccc(Cl)cc4)c3=O)sc2c1,5.3
COC(=O)C1(OC(=O)C2c3ccccc3Oc3ccccc32)CC2CCC(C1)N2C (stereo not given),-1.3
CCCCc1ccc(NC(=O)c2cccn(Cc3ccc(Cl)cc3)c2=O)cc1,12.8
CC(N)Cc1ccccc1Sc1ccc(O)cc1 (stereo not given),-4.5
CNC(=O)Oc1cccc(-c2cn3cc(C)ccc3n2)c1,5.3
CCOC(=O)C1=C(C)OC(=N)C(C(=O)OCC)C12C(=O)N(CC(=O)OC)c1ccccc12 (stereo not given),2.8
CCN(CC)c1ccc(/C=C2\C(=O)NC(=S)N(c3ccc(OC)cc3OC)C2=O)o1,2.0
C=CCn1nnnc1N,-1.7
COc1ccccc1CN1CCN(C(=O)COc2cccc(C)c2)CC1,0.1
COc1ccc(C2=NCC(=S)Nc3ccc(Cl)cc32)cc1OC,-0.3

Random excerpt: 4 entries already listed
structure,RBX1-CUL1 inh
CCCCNC(=O)Nc1ccc(C(O)(C(=O)OCC)C(F)(F)F)cc1 (stereo not given),-6.9
NC(CCCCNC(=O)OCc1ccccc1)C(=O)O (stereo not given),2.1
COc1ccccc1CN1CCN(C(=O)COc2cccc(C)c2)CC1,0.1
N#Cc1ccc(C(C2C(=O)NC(=O)NC2=O)C2C(=O)NC(=O)NC2=O)cc1,-10.5

Carrying on.
structure,RBX1-CUL1 inh
COc1ccccc1C1=NCc2nnc(CSC)n2-c2ccc(Cl)cc21,-6.6
CNC(=O)OCCc1n(C)cc[n+]1C,-9.4
O=C(CN1CCN(CCO)CC1)Nc1ccc(Cl)cc1C(=O)c1ccccc1,4.1
COCCOC(=O)C1C(=N)OC(C)=C(C(=O)OC(C)C)C12C(=O)Nc1ccccc12 (stereo not given),12.0
CCC(C)(C)C1CCc2c(sc(NC(=O)C3C(C)(C)C3(C)C)c2C#N)C1 (stereo not given),8.3
CCS(=O)(=O)NC(C)c1nnc2n1-c1ccc(Br)cc1C(c1ccccc1Cl)=NC2 (stereo not given),-1.4
CC(=O)c1ccc(NC(=O)c2sc3nc4c(cc3c2N)N2CCC4CC2)cc1,-12.3
CCC12CN3CC(CC)(CN(C1)C3c1ccccn1)C2=O (stereo not given),9.5
COC(=O)C12C(c3ccccc3)C(c3ccccc3)C1(c1ccccc1)C2(C)C (stereo not given),-0.3
Cc1cc([N+](=O)[O-])c(N)cc1[N+](=O)[O-],-5.3
CCn1nc(C)c(/C=C2/CC3C4CC=C5CC(O)CCC5(C)C4CCC3(C)C2=O)c1C (stereo not given),8.7
CCOC(=O)C1CCC2(C)C3CCC4(C)C(O)CCC4C3CC[C@H]2C1 (stereo not given in full),-2.4
CN1CCc2nc3c(c(N)c2C1)CCCN3C,-3.7
COc1ccc(C(SCc2ccccc2)c2ccc(OC)cc2)cc1,-6.0
COc1ccc(C2/C(=N/O)Oc3c2c(=O)oc2ccccc32)cc1 (stereo not given),-2.4
Cc1cccc(OCC(=O)N2CCN(Cc3cc(=O)n4nc(-c5ccccc5Cl)sc4n3)CC2)c1,-4.6
CC(C)N1CCN(C(=O)CN2CCCC2=O)CC1,4.2
O=c1c2ccccc2nc(/C=C\c2ccccc2Cl)n1-c1cccc(O)c1,9.8
CCc1nc2ccccc2c(=O)n1N1CC1c1ccccc1 (stereo not given),8.1
Cc1ccc(C2c3c(c4ccccc4oc3=O)OC(=N)C2C#N)c(C)c1 (stereo not given),6.1
Cc1cccc(C2CC(=O)Oc3c2c(=O)oc2ccccc32)c1 (stereo not given),2.2
CN(C)C(=O)Oc1ccc(-c2c[n+]3cc(C(F)(F)F)ccc3n2C)cc1,-1.4
CN(C)P(=O)(N(C)C)N1CCCc2ccccc21,-7.4
Cc1cc(C)c(NC2=NCCCS2)c(C)c1,-0.9
CN(C)C(=O)Oc1ccc(-c2cn3cc(Cl)ccc3n2)cc1,4.6

The list goes on.
structure,RBX1-CUL1 inh
CN=C1CN=C(c2ccccc2F)c2cc(Cl)ccc2N1,-1.4
CSc1ncc(C(=O)Nc2ccc(Cl)cc2C(=O)c2ccccc2)c(C)n1,6.0
COc1ccc(Br)cc1C1SCC(=O)Nc2c1c(C)nn2-c1ccccc1C (stereo not given),-0.9
Cc1ccccc1-n1c(=O)[nH]c2ccc(Cl)cc2c1=O,11.0
Cc1cc(C)nc(NC2=NCCS2)n1,9.3
Cc1[nH]c2ccccc2c1CCNCc1ccc(F)cc1F,-7.4
CN(C)C(=O)On1nnc2ccccc21,-2.5
CC1=NC(=O)C(Br)C(=O)N1 (stereo not given),6.8
OC(c1ccccc1)(c1cccs1)C1CN2CCC1CC2 (stereo not given),-4.2
CC(C)c1nn2c(=O)cc(COC(=O)Cc3ccccc3)nc2s1,-7.7
FC(F)(F)c1cccc(C(OCCN2CCCC2)c2ccccc2)c1 (stereo not given),-0.4
C=CC1CN2CCC1CC2[C@H](c1ccnc2ccccc12)S(=O)(=O)O (stereo not given in full),-4.0
N#CC(C#N)=Cc1c[nH]c2ccccc12,-2.8
Cc1ccc(-c2nc(CN3C(=O)CN=C(c4ccccc4Cl)c4cc(Cl)ccc43)c(C)o2)cc1,1.4
N#Cc1sc2nc3c(cc2c1N)CCC3,-0.1
N#CC(C#N)=Cc1ccc(N2CCCCCC2)o1,1.0
O=C(CSC1c2ccccc2Oc2ccc(F)cc21)Nc1cccc(C(=O)O)c1 (stereo not given),10.7
COc1ccc2n[nH]c(CCN)c2c1,7.9
Cc1cccc(-n2c(/C=C/c3cn(C)c4ccccc34)nc3ccccc3c2=O)c1,-3.4
CC1CN=C(Nc2cccc3ccccc23)S1 (stereo not given),-10.8
COc1cccc(C(=O)C2CCCN(Cc3ccon3)C2)c1 (stereo not given),3.5
COc1cc(C=C2C(=O)NC(=S)NC2=O)ccc1OCc1ccccc1Cl,-3.9
N#CC1C(=N)Oc2c(c(=O)sc3ccccc23)C1c1ccncc1 (stereo not given),-9.4
CC(C)C12CN3CC(C(C)C)(CN(C1)C3c1ccccn1)C2=O (stereo not given),10.3
COc1cc(/C=C/c2nc3ccccc3c(=O)n2-c2ccc(C)cc2)ccc1O,-8.3

More results:
structure,RBX1-CUL1 inh
CN1CCN(c2cn[nH]c(=O)c2Cl)CC1,-1.8
COC(=O)C(O)(c1ccc(N(C)C(=O)OC(C)C)cc1)C(F)(F)F (stereo not given),-10.6
CCCCCCn1cc(C(=O)NCc2ccco2)c(=O)c2cc(F)c(N3CCN(C(=O)OCC)CC3)cc21,0.3
CNC(=O)Oc1ccc(-c2c[n+]3cc(Cl)ccc3n2C)cc1,-3.6
CC(C)(C)N1C(=O)NC(=O)/C(=C/c2c(Cl)cccc2Cl)C1=O,25.6*
CCOc1ccc2nc(NC(=O)c3cccn(Cc4ccc(Cl)cc4)c3=O)sc2c1,-8.7
Cc1cc(C)cc(OCC#CCN2CCOCC2)c1,-0.6
CCCCOC(=O)C1C2c3ccccc3C(c3ccccc32)C1C(=O)OCCCC (stereo not given),6.1
OC1/C(=C/c2ccc(F)cc2)N2CCC1CC2 (stereo not given),-7.8
COc1ccc(C(=O)C2CCCN(C3CCOCC3)C2)cc1F (stereo not given),-7.9
CC(C)Oc1ccc(Cc2c(O)[nH]c(=O)[nH]c2=O)cc1,-2.0
Cc1ccccc1OCC(=O)N1CCN(CCc2ccccn2)CC1,3.6
C=CC12CCN(CC1)C(C(O)c1ccnc3ccc(OC)cc13)C2 (stereo not given),0.6
CC(NCc1ccc(Cl)cc1)C(O)c1ccccc1 (stereo not given),7.8
CCOC(=O)CC1=C(C(=O)OCC)C2(C(=O)Nc3ccccc32)C(C(=O)OC(C)C)C(=N)O1 (stereo not given),5.6
Clc1ccc(C2N3CCCN23)c(Cl)c1 (stereo not given),-4.8
O=C(c1cccc2ccccc12)C1CCCN(C2CCC2)C1 (stereo not given),-6.4
COc1cc2c(cc1OC)C1(CN3CCC1CC3)OCC2 (stereo not given),-3.1
N#Cc1cc2c(nc1SCC(=O)Nc1cccc(F)c1)C1CCN2CC1,0.4
Cc1ccc(Cl)cc1NC(=O)N(Cc1ccc2c(c1)OCO2)C1CCN(Cc2ccccc2)CC1,-5.5
CCOC(=O)c1cn(C2=NCCN2)c2ccc(CC)cc12,-14.5
CN1C(=O)N(C)C(=O)C(Cl)(Cl)C1=O,32.7*
COc1ccc(C2(O)CCSCC2CN(C)C)cc1 (stereo not given),5.1
COc1cc(C=C2C(=O)NC(=O)NC2=O)cc(Cl)c1O,-7.0
CCC1(c2ccccc2)C(=O)NC(=O)N(C(=O)c2ccc(OC)cc2)C1=O (stereo not given),-11.5

An excerpt of these results, field by field:
> COc1ccc(C(=O)C2CCCN(C3CCOCC3)C2)cc1F (stereo not given)
  RBX1-CUL1 inh: -7.9
> CC(C)Oc1ccc(Cc2c(O)[nH]c(=O)[nH]c2=O)cc1
  RBX1-CUL1 inh: -2.0
> Cc1ccccc1OCC(=O)N1CCN(CCc2ccccn2)CC1
  RBX1-CUL1 inh: 3.6
> C=CC12CCN(CC1)C(C(O)c1ccnc3ccc(OC)cc13)C2 (stereo not given)
  RBX1-CUL1 inh: 0.6

(continued)
structure,RBX1-CUL1 inh
CN1CCN(C(=O)c2[nH]cnc2C(=O)Nc2ccc(Br)cc2C(=O)c2ccccc2Cl)CC1,9.0
CCOC(=O)[C@]12C[C@@H](OCC)[C@@]1(c1ccccc1)NC(=O)C2=O,-7.0
N#CC1C(=N)Oc2c(c(=O)oc3ccccc23)C1c1ccc(O)cc1 (stereo not given),-9.7
CC(C)(C)CCOC(=O)C(O)(c1ccccc1)C1CCCCC1 (stereo not given),2.6
OC12ONC(c3ccccn3)C1N1CCC2CC1 (stereo not given),6.5
COc1ccc(CNCCc2ccc(Cl)cc2)c(OC)c1,7.7
COc1ccc(-n2c(CNCCc3ccc(C)cc3)nc3ccccc3c2=O)cc1,0.6
CC(C)(C)c1ccc(OCC(=O)Nc2ccc(Cl)cc2C(=O)c2ccccc2)cc1,1.4
Cc1cc(CN(C)C)c(OC(=O)N(C)C)cc1C,7.0
O=C1NC(=O)C(=Cc2ccc(Oc3ccc([N+](=O)[O-])cc3)cc2)C(=O)N1,8.5
CN1Cc2cccnc2N(C)Cc2cc(Br)ccc21,2.7
COc1ccc(Oc2nc3ccccc3c(=O)n2-c2ccccc2)cc1,-14.4
O=[N+]([O-])c1ccc(C(Nc2nnc(C(F)(F)F)s2)P(=O)(Oc2ccccc2)Oc2ccccc2)cc1 (stereo not given),-0.6
COc1ccc(Cl)cc1NC(=O)c1sc2nc3c(cc2c1N)N1CCC3CC1,9.8
COc1cccc(NC(=O)Cn2cc(C(=O)c3ccccc3)c3ccccc32)c1,2.1
CCCCC/C(=N\O)c1c(C)[nH]c2ccccc12,-3.7
CN1CCN(c2nc(C(F)(F)F)cc(=O)[nH]2)CC1,-9.3
CC1(C)CC(NP(=O)(Oc2ccccc2)Oc2ccccc2)CC(C)(C)N1,-8.5
CC[C@H](N)[C@H](O)c1ccc(OC)cc1,-2.8
CN(C)C(=O)Oc1ccc(OCC#N)cc1,12.0
CC1=CC(=C2C(=O)NC(=O)NC2=O)C=C(C(F)(F)F)N1Cc1ccccc1,-5.1
COCCNC(=O)c1cn(CCC(C)C)cc(C(=O)N[C@H](C)c2ccc(OC)cc2)c1=O,3.5
Clc1ccc2c(c1)C(c1ccccc1Cl)=NCc1nnc(CN3CCN(CCOc4ccccc4)CC3)n1-2,6.3
CC(Cc1ccccc1Sc1ccccc1O)N(C)C (stereo not given),-6.4
CC1CN=C(Nc2cccc(Cl)c2)S1 (stereo not given),3.4

(cont.)
structure,RBX1-CUL1 inh
O=C1CC(c2ccc(F)cc2)CN1 (stereo not given),2.5
CC(C)(C)N(c1ccccc1)[N+](=O)[O-],-4.4
Cc1ccccc1C1=NCC(=S)Nc2ccc(Cl)cc21,-1.8
O=[N+]([O-])c1ccccc1SC1CC2C(c3ccccc3)Nc3ccc(Cl)cc3C2C1Cl (stereo not given),8.0
N#CC1C(=N)Oc2c(c(=O)oc3ccccc23)C1c1ccccc1Cl (stereo not given),0.3
CN1Cc2cccnc2N(C)Cc2cc(Cl)ccc21,-2.1
Clc1cc(Cl)nc(-c2ccccc2)n1,-0.1

High-throughput results (PubChem BioAssay)
